MPTP inh – mitochondrial permeability transition pore inhibitors, primary screen, biochemical, isolated mouse mitochondria, absorbance | Ca2+ swelling absorbance, 30 min | inhibition, % at 10 µM | 360,000 tested, 1.4% active | AID 602449, 2012;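 active = inhibition of 50% or more, scaled per plate between neutral and stimulator controls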;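 also: 0% = DMSO wells given calcium and 100% = 1 mM EGTA wells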
GRIN3A LBD mod – binders of NR3A ligand-binding domain, primary screen, biophysical, differential scanning fluorimetry, uHTS | Glutamate receptor ionotropic, NMDA 3A (GRIN3A) ligand-binding domain | NR3A LBD differential scanning fluorimetry, Tm shift; 0% = protein alone, 100% = glycine-bound protein | Tm shift relative to glycine control, % at 25 µM | 340,000 tested, 2.5% active | AID 1259313, 2017;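 active = melting temperature shift of at least 10% of the positive control shift, at one fixed dose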
* marks the source's active call; other numbers are inactive results; & = joins results of further samples. An excerpt. The share of hits here may be higher or lower than overall.

SMILES | MPTP inh | GRIN3A LBD mod
CC(=O)N1CCN(C(=O)c2cc3c(s2)CCCC3)CC1 | -0.2 | 2
Nc1nccc(SCc2ccccc2)n1 | -0.4 | 0
O=[N+]([O-])c1ccc(NC2CCCCC2)nc1 | -0.9 | -2
Cc1ccc(C(=O)NCC(c2ccc(F)cc2)N2CCOCC2)cc1S(=O)(=O)N1CCOCC1 (stereo unspecified) | -0.3 | -1
CC(=O)c1cc(-c2ccccc2)n(CC(=O)N2CCC(N3CCCCC3)CC2)c1C | 4.7 | -1
CCCCCCCCNS(=O)(=O)CCNCc1ccc(OC)cc1 | 3.6 | 2
CC(=O)N1CCc2cc([N+](=O)[O-])ccc21 | -2.4 | -3
O=C(OCc1ccccc1)N1CCC2CC1c1cc(N3CCOCC3)ccc12 (stereo unspecified) | 1.2 | 0
O=[N+]([O-])c1ccc(NN=C2CCCCC2)c([N+](=O)[O-])c1 | 1.5 | -1
C/C(N)=C(/C#N)C(=O)COC(=O)c1cc(-c2ccc(Br)cc2)nc2ccccc12 | 0.5&5.5 | 18*
O=c1nc2s/c(=C\c3ccc(-c4ccccc4[N+](=O)[O-])o3)c(=O)n2nc1-c1ccccc1 | 4.6 | -7
O=S(=O)(c1ccc(Br)cc1F)N1CCC(O)CC1 | 1.9 | -1
Cc1cccc(C(=O)NCN2CCN(c3ccccc3C#N)CC2)c1 | 34 | 2
Cc1cc(C)c2c3c(c(-c4ccccc4)n2n1)c(=O)n(C)c(=O)n3C | -0.7 | 1
CC(C)(C)OC(=O)N(Cc1ccccc1)Cc1ccc(OCc2cccc(NC(=O)c3ccccc3)c2)cc1 | 0.2 | 1

Exported with tabs: 7 of the compounds above
smiles	MPTP inh	GRIN3A LBD mod
O=[N+]([O-])c1ccc(NN=C2CCCCC2)c([N+](=O)[O-])c1	1.5	-1
C/C(N)=C(/C#N)C(=O)COC(=O)c1cc(-c2ccc(Br)cc2)nc2ccccc12	0.5&5.5	18*
O=c1nc2s/c(=C\c3ccc(-c4ccccc4[N+](=O)[O-])o3)c(=O)n2nc1-c1ccccc1	4.6	-7
O=S(=O)(c1ccc(Br)cc1F)N1CCC(O)CC1	1.9	-1
Cc1cccc(C(=O)NCN2CCN(c3ccccc3C#N)CC2)c1	34	2
Cc1cc(C)c2c3c(c(-c4ccccc4)n2n1)c(=O)n(C)c(=O)n3C	-0.7	1
CC(C)(C)OC(=O)N(Cc1ccccc1)Cc1ccc(OCc2cccc(NC(=O)c3ccccc3)c2)cc1	0.2	1

More structures:
SMILES | MPTP inh | GRIN3A LBD mod
CC(NNC(=S)N1CCN(c2ccccn2)CC1)c1nccc2ccccc12 (stereo unspecified) | 3.8 | -2
N#CC1c2ccccc2C=CN1C(=O)N(c1ccccc1)c1ccccc1 (stereo unspecified) | 1.3 | 0
O=CNc1c(Br)cc2c(c1Br)Cc1cc(Br)ccc1-2 | -0.7 | -1
O=c1cc(-c2ccco2)oc2ccccc12 | 0.4 | -2
O=C(O)CC1(CC(=O)Nc2nccs2)CCCCC1 | -0.3 | -2
O=C(O)c1cc(N2CCCC2)ccn1 | -1.1 | -1
Cc1cccc(C)c1NC(=O)CNC(=O)c1ccc(N2CCCC2)c([N+](=O)[O-])c1 | 0.7 | 0
CC(C)(C)S(=O)(=O)N1Cc2ccc(CO)cc2[C@@H]1CCO | -0.8 | 2
CN(C(=O)c1ccc(NC(=O)Cc2ccc(NC(=O)C3CCCN(C(=O)CCc4ccccc4)C3)cc2)cc1)C1CCCC1 (stereo unspecified) | 1.0 | 1
Cc1cccc(OCCOc2ccccc2C=C(C#N)C#N)c1 | 4.4 | -3
O=C(Cc1cccc(NC(=O)C2CCN(C(=O)C3CCC3)CC2)c1)Nc1cccc(C(=O)N2CCCCC2)c1 | -0.8 | 2
COc1ccc(NC(=O)CCN(c2ccc(OC)cc2)S(=O)(=O)c2ccc(C)c(C)c2)cc1 | 0.0 | -1
CN(C)Cc1ccccc1Sc1cccc2ccccc12 | 66* | -8
CC(=NNC(=S)N1CCN(c2ccccn2)CC1)c1ccccn1 | -2.1 | 0
CCOc1ccc(NC(=O)/C(C#N)=C/c2ccc(N3CCCC3)c(C)c2)cc1 | 5.7 | -56

Random excerpt: 3 entries already listed, in no set order.
SMILES | MPTP inh | GRIN3A LBD mod
O=C(O)CC1(CC(=O)Nc2nccs2)CCCCC1 | -0.3 | -2
N#CC1c2ccccc2C=CN1C(=O)N(c1ccccc1)c1ccccc1 (stereo unspecified) | 1.3 | 0
O=C(O)c1cc(N2CCCC2)ccn1 | -1.1 | -1

Additional results:
SMILES | MPTP inh | GRIN3A LBD mod
CC(C=NNC(=O)C(=O)NN=CC(C)=Cc1ccccc1)=Cc1ccccc1 | 1.1 | -2
COc1ccccc1-c1cccc([C@@H]2C[C@H]3[C@H](CON3C)CN2C)c1 | 0.9 | -3
CNc1nc(-c2ccc3c(c2)CCN3C(=O)c2ccccc2F)cs1 | 0.5 | 0
Cc1cc(C)c(C(=O)CSc2nnc(-c3ccccc3Br)o2)cc1C | 4.0 | -1
OCCN1CCSC1=S | -1.3 | 0
O=C(NC(=S)Nc1cccc(NC(=S)NC(=O)c2ccccc2)c1)c1ccccc1 | -0.6 | 0
COc1ccc(C(=O)/C=C/c2ccc(N3CCCCC3)c([N+](=O)[O-])c2)c(OC)c1 | 0.9 | -4
C=C(CCO)C1=CCN(S(=O)C(C)(C)C)[C@@H]1CCO (stereo partly specified) | 0.0 | -2
CCCCNC(=O)CCCn1c(=O)c2ccccc2n(CC(=O)NCCC2=CCCCC2)c1=O | 0.9 | -2
CCON1C(=O)C2(CCCCC2)C(=O)C12C=CCCC2 (stereo unspecified) | -1.4 | 1
O=C(Cn1cnc2c(cnn2-c2ccc(F)cc2)c1=O)N1CCN(c2ccccc2)CC1 | -2.1 | -2
Cc1cc(C)nc(NC2=N[C@@H]3CCCC[C@H]3N2C(=O)Nc2cc(Cl)cc(Cl)c2)n1 | 6.5 | 0
c1ccc(-c2nn(-c3ccccc3)[n+](-c3ccccc3)n2)cc1 | 0.4 | 1
COc1ccc(C(CNC(=O)CCNS(=O)(=O)c2ccc(Br)cc2)N2CCOCC2)cc1 (stereo unspecified) | -1.7 | 0
COCCn1c(C)cc(C(=O)CSc2ncnc3sc4c(c23)CCC4)c1C | 44 | 2
CCCCN1CC(=O)N2[C@@H]3c4cc(Br)ccc4OC[C@@H]3[C@H](C(=O)OCC)[C@]2(C)C1=O | 0.6 | -1
O=C(NNc1ccc([N+](=O)[O-])cn1)Nc1ccc(N=Nc2ccccc2)cc1 | 91* | 8
CCN1CCN(S(=O)(=O)c2ccc(Cl)c(C(=O)N(CC(C)C)C3CCS(=O)(=O)C3)c2)CC1 (stereo unspecified) | -0.9 | -1
COc1ccc(C2OC[C@H]3O[C@H](O)[C@H](NC(C)=O)[C@@H](O)[C@@H]3O2)cc1 (stereo partly specified) | -1.1 | 2
CC(C)=C1CCC(C)CC1=NNC(N)=S (stereo unspecified) | -0.3 | -1
O=C1/C(=C\c2cc([N+](=O)[O-])ccc2O)SC(=S)N1Cc1ccc(Cl)cc1 | 52* | -16
CC(=O)Nc1ccc(NC(=O)c2cc(S(=O)(=O)N3CCCCC3)ccc2N2CCOCC2)cc1 | 0.2 | 2
CCOc1nc(-c2ccccc2)ccc1-c1noc(-c2ccc(OC)c(OC)c2)n1 | 3.1 | -2
Cc1n[nH]c(C)c1NC(=O)CN1CCN(S(=O)(=O)c2ccc(C(F)(F)F)cc2)CC1 | 0.2 | -3
Oc1[nH]c2ccccc2c1N=Nc1c(F)c(F)c(F)c(F)c1F | 2.6 | 9
N#CCCN1CCN(CCC#N)c2ccccc21 | -1.2 | 2
CN(C)CCNc1ccc2ncn3c4ccc(O)cc4c(=O)c1c23 | -1.4 | 2
Cc1cccc(OCC(=O)NNC(=O)CCc2ccccc2)c1 | 0.8 | 1
O=C1NC(=S)SC1=Cc1cccs1 | 43 | -1
O=C(Nc1ccc([N+](=O)[O-])cc1)Nc1ccc(OC(F)F)c(Cl)c1 | 98* | 15*
Cn1c(-c2ccc(C#N)cc2)c(C#Cc2ccccc2)c2ccccc21 | 0.0 | -4
O=C(COC(=O)c1nc(Cl)ccc1Cl)Nc1cccc(S(=O)(=O)N2CCOCC2)c1 | -1.0 | 0
CC(C)(C)OC(=O)N(Cc1ccccc1)Cc1ccc(OCc2cccc(NC(=O)C3CC3)c2)cc1 | 1.0 | 1
CN(C)S(=O)(=O)c1cccc(NC(=O)CN2C(=O)NC(Cc3c[nH]c4ccccc34)C2=O)c1 (stereo unspecified) | -1.9 | 0
Cc1cccc(NC(=O)CN2CCN(C(=O)CN3C(=O)NC4(CCCCC4C)C3=O)CC2)c1C (stereo unspecified) | -0.7 | -1
COc1cc(-c2cc(O)c(-c3ccc4ccccc4n3)c(=O)[nH]2)cc(OC)c1OC | -2.0 | -4
CN(CC(=O)Nc1ccccc1Cl)C(=O)c1cc2c(s1)CCCCC2 | 17 | -3
C[C@]12CCC(=O)C=C1C=CC1C2CC[C@@]2(C)C1CC[C@@]21CCC(=O)O1 (stereo partly specified) | -0.3 | -1
COc1cc(OC)c(N(C)S(=O)(=O)c2cccc(C(=O)OCC(=O)N(C)Cc3ccccc3)c2)cc1Cl | 0.0 | -1
C=CC(c1ccccc1)C(C(=O)c1ccccc1)N(C)C (stereo unspecified) | -0.8 | -1
CC(=NNc1ccc([N+](=O)[O-])cn1)c1ccc(N)cc1 | 1.5 | 0
O=C1NCC(Nc2ccc(Br)cc2)C(=O)N1 (stereo unspecified) | -2.4 | 2
CCN(CC)S(=O)(=O)c1cc(NC(=O)Cc2ccc(S(=O)(=O)N3CCOCC3)s2)ccc1Cl | 7.7 | 1
O=C(/C=C/c1ccccc1)CCN1CCCCC1 | -3.0 | 0
O=C1C[C@@H]2c3c(cccc3CN1Cc1ccc(Br)cc1)C[C@@H](O)[C@H]2O | -1.1 | -1
C#CCOCCOCCOCCNc1nc(N2CCN(C(=O)Cn3cc(CCCCN)nn3)CC2)nc(N2CCN(C(=O)[C@H](Cc3ccc(O)cc3)n3cc(CCO)nn3)CC2)n1 | -2.9 | 2
Cc1cc(C)c2c(n1)nn1c(-n3ccnc3)cc(C)nc21 | -1.0 | 0
COC(=O)Cn1c(CN2CCN(c3ccccc3F)CC2)nc2c1c(=O)n(C)c(=O)n2C | 0.4 | 2
Cc1c(C(=O)O)sc(S(=O)(=O)N2CCN(C(=O)Cc3ccc(Cl)cc3)CC2)c1C(=O)O | -1.1 | 0
COc1cc(N)c2ncccc2c1OC | 0.5 | 1
COc1ccc(C(=O)NCC(C)(c2ccccc2)c2ccccc2)cc1S(=O)(=O)N1CCOCC1 | 0.0 | -1
CC(C)(C)OC(=O)N(Cc1ccccc1)Cc1ccccc1OCc1cccc(NC(=O)C2CCC2)c1 | -0.6 | 5
O=C(Nc1ccccc1C(=O)O)c1ccc2c(c1)C(=O)N(c1cccc([N+](=O)[O-])c1)C2=O | -1.0 | 1
CN(C)S(=O)(=O)c1ccc(N)c([N+](=O)[O-])c1 | -0.2 | 2
O=C(Cn1cc(COc2c(F)c(F)cc(F)c2F)nn1)c1ccc(O)cc1 | -2.4 | -1
COC(=O)c1ccc(COc2ccccc2/C=N/Nc2cccc(C(=O)O)c2)cc1 | 0.9 | -26
Cc1cc(NC(=O)NC(=O)c2ccccc2NC(=O)C(C)N)ccc1Oc1ncc(Br)cn1 (stereo unspecified) | -1.8 | 8
COc1cc(C(=O)CCc2ccc3c(c2)OCO3)cc(OC)c1OC | -0.4 | 0
O=C(NCCCN1CCC(Cc2ccccc2)CC1)C1CCN(S(=O)(=O)N2CCOCC2)CC1 | 88* | 2
O=C1C=CC(=O)N1Cc1cccnc1 | -0.4 | 2
Additional results.
SMILES | MPTP inh | GRIN3A LBD mod
Cc1cc(C)c(CC(=O)c2ccccc2)c(C)c1 | 1.6 | 0
O=C1CC(C(=O)O)NC(=S)N1 (stereo unspecified) | 0.4 | -2
O=C(NCC1(c2ccccc2)CCCC1)C(=O)NCC1(c2ccccc2)CCCC1 | 1.3 | -3
Cc1ccc(NC(=S)NNc2ccc([N+](=O)[O-])cc2S(=O)(=O)Nc2ccccc2C(=O)O)cc1C | 9.0 | 26*
c1ccc(-c2nnc(Cn3c4ccccc4c4nc5ccccc5nc43)o2)cc1 | -1.2 | 1
CCOC(=O)/C(=C/c1ccc(OC)cc1)NC(=O)c1ccco1 | -0.4 | 6
CC(C)C(=O)N1CCC(CN=Cc2c(O)n(C3CCCCC3)c(=O)n(C3CCCCC3)c2=O)CC1 | 3.2 | 0
Cc1cc(C)c(S(=O)(=O)N2CCN(C(=O)c3ccccc3OCc3c(C)noc3C)CC2)c(C)c1 | -0.8 | 2
CCOC(=O)c1ccccc1NC(=O)CN1CCC(n2nnc3cc(F)ccc32)CC1 | 1.9 | 1
CC(=O)Nc1ccc(NC(=O)CSc2nc(=O)n(Cc3cccnc3)c3c2CCC3)cc1 | -0.1 | -1
CCOC(=O)c1c(NC(=O)CN2CCN(c3cccc(Cl)c3)CC2)sc(C)c1C | -0.3 | -2
Cc1cc(NC(=O)CN2C(=O)NC3(CCC(C)CC3)C2=O)no1 (stereo unspecified) | -0.2 | 4
O=C(CN(C1CCCCC1)S(=O)(=O)c1ccc(F)cc1)NCC1CCCO1 (stereo unspecified) | 0.0 | 1
COC(=O)c1ccc(NCc2cc(O)ccc2O)cc1 | -0.8 | 5
O=C1C=CC(=O)c2c(O)c(N3CCN(CCO)CC3)c(Cl)c(O)c21 | 8.7 | -4
Cc1[nH]c2ccccc2c1C(=O)CCl | 0.7 | -2
CC(C)N1CCN(Cc2cnc(N3CCCC3)s2)CC1CCO (stereo unspecified) | 0.5 | 3

Source: PubChem (Sanford-Burnham Center for Chemical Genomics)
